Compound activity deposited in PubChem BioAssay by several laboratories.
EP2 mod = modulates human prostaglandin E2 receptor EP2 signaling; P43116; EP2-expressing cells, cAMP HTRF FRET, PGE2 co-stimulation; induction, % at 25 µM; actives 0.83% (n = 260,000); AID 940;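 active means compounds whose cAMP rise, as percent of the full-agonist control response, exceeds 60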;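 further: rat C6 glioma line stably carrying human EP2 under a CMV promoter; the protocol text gives 20 µM as final concentration; 100% = response of wells given 1 µM PGE2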
S1P4 antagonist = human S1P4 receptor antagonism. O95977. S1P4-expressing cells, antagonist mode, reporter read-out. inhibition, % at 4.98 µM. actives 0.26% (n = 220,000). AID 1510; in the data active means inhibition above about 29%;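 further: 0% = wells stimulated with agonist and 100% = vehicle wells without agonist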
NPY-Y2 PAM-ag = potentiators or agonists of human neuropeptide Y receptor Y2 | P49146 | cells expressing NPY-Y2, potentiator/agonist read-out | activation, % at 3.6 µM | actives 0.45% (n = 220,000); in the data active means activation above about 27%;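 further: cells stimulated with NPY near EC25 plus isoproterenol at EC100; 0% = vehicle plus submaximal agonist and 100% = vehicle plus saturating agonist; some results beyond the cut were filed as inactive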
S1P4 agonist = activates the human S1P4 receptor; S1P4-expressing cell line, agonist reporter assay; activation, % at 4.98 µM; actives 0.35% (n = 220,000); in the data active means activation above about 11%;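 further: 0% = DMSO vehicle and 100% = reference agonist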
NPY1 pot ag = potentiates or activates human NPY-Y1 receptor; actives 0.37% (n = 220,000); activation, % at 3.6 µM; AID 1304; NPY-Y1 expressing cells, potentiator/agonist activation; in the data active means activation above about 33%, passing the limit was not always enough;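 further: cells stimulated with NPY at EC10 then isoproterenol at EC100; 0% = low agonist plus stimulus and 100% = saturating agonist plus stimulus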
eIF4E 4G PPI = blocks eIF4E binding to eIF4G; P63073+Q04637; TR-FRET eIF4E-eIF4GI(517-606) binding, 2 h; inhibition, % at 21.7 µM; actives 0.37% (n = 220,000);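 active means inhibition above about 30%, limit read from the data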;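 further: 0% = full FRET control wells and 100% = background wells lacking eIF4GI fragment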
p97 ATPase inh = inhibitors of human p97 ATPase | P55072 | actives 0.42% (n = 220,000) | recombinant p97 ATPase, Kinase-Glo ATP luminescence, 3 h | AID 1481 | inhibition, % at 8 µM; in the data active means inhibition above about 15%;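 further: 0% = DMSO vehicle and 100% = wells lacking enzyme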
Target sequence (P55072 whole entry, looked up): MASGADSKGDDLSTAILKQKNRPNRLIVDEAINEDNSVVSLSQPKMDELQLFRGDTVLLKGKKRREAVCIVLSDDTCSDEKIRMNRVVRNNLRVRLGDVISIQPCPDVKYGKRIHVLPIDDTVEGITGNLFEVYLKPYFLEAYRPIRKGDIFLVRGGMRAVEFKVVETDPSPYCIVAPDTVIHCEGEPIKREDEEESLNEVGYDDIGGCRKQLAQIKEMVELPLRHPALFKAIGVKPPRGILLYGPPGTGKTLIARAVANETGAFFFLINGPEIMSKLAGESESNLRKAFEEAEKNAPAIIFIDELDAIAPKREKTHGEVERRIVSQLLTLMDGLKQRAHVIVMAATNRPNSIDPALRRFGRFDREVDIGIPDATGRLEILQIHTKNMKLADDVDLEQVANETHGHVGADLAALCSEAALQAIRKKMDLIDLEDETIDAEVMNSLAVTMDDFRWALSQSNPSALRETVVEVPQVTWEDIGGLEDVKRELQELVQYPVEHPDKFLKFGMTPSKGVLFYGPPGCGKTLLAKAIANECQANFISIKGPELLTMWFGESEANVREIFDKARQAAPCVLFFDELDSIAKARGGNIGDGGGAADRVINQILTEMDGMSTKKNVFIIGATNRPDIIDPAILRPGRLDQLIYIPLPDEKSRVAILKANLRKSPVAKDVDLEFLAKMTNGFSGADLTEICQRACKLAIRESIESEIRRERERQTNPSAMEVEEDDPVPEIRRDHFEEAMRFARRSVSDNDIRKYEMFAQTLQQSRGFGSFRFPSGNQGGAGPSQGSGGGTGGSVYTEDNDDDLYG
NPY-Y1 antag = NPY-Y1 (human) receptor antagonism. actives 1% (n = 200,000). AID 1040. inhibition, % at 3.6 µM. HEK293-CNG Y1 cells, membrane potential fluorescence; NPY at EC95, then isoproterenol. P25929;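 active means inhibition above the campaign mean inhibition of all tested compounds plus 3 SD, cut at about 20% in these data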;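 further: 0% = DMSO wells given NPY plus isoproterenol and 100% = isoproterenol alone without NPY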
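Test system – HEK293 Y1/CNG channel cell line · Also added – NPY agonist 25 nM, then isoproterenol 1 µM plus Ro 20-1724 25 µM · Compound dosing – one concentration, 3.6 µM, in 0.4% DMSO · Schedule – compound incubation 1 h at room temperature, readout 45 min post-stimulation · Technique – fluorescence, membrane potential probe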
EP2 antag = blocks the human prostaglandin E2 receptor EP2 | C6 glioma cells expressing human EP2, cAMP TR-FRET; cells stimulated with saturating PGE2 | inhibition, % at 25 µM | actives 0.52% (n = 260,000) | AID 1422;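 active means percent inhibition above 40 after rounding to a whole number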;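 further: rat C6 glioma host cells with rolipram phosphodiesterase inhibitor present; the protocol text gives 20 µM as final concentration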
Active calls of the source: *; . = no result given; & = joins results of further samples; [ ] = another dose, or the depositor's remark. A portion of the library; rates above refer to the full screens.

molecule	EP2 mod	S1P4 antagonist	NPY-Y2 PAM-ag	S1P4 agonist	NPY1 pot ag	eIF4E 4G PPI	p97 ATPase inh	NPY-Y1 antag	EP2 antag
Cc1ccc(-c2cccc(C(=O)NCc3ccccc3)n2)c2ccccc12	66*	-2	-25	2.1	-18	2	-8	8	5
CCc1cc2c(=O)c(-c3cnn(-c4ccccc4)c3)coc2c(CN2CCOCC2)c1O	-8	-1	-3	1.5	-2	.	3	-1	11
CN(CCc1cnn(C)c1)Cc1cn(C)nc1-c1ccccc1F	-14	-7	18	-0.8	17	1	4	-4	5
O=C(CNS(=O)(=O)c1cccc(Cl)c1)OCc1csc(-c2ccccc2)n1	1	-7	13	-0.7	-1	2	4	-3	4
Cc1ccc(C2C(C#N)=C(N)SC(N)=C2C#N)o1	48	-28	-12	-0.6	-20	19	15*	-8	21
CN(C)C(CNc1nnnn1-c1ccccc1)c1ccco1 (stereo not given)	7	-6	-5	4.4	-22	-7	-3	-3	4
O=C(NCCO)c1cccc(Cl)c1	13	-19	-1	-5.5	2	-1[fluorescence artefact?]	1	1	15
O=C(COC(=O)c1ccc2ncsc2c1)Nc1ncc(Cl)cc1Cl	-15	-14	3	-0.3	-21	-27	-7	5	6
CCN(CC)c1ccc(NC2=C(Cl)C(=O)c3ccccc3C2=O)cc1	-43	-6	8	3.8	5	19	2	4	19
O=C(CCc1nc(-c2ccccc2F)no1)NCCN1CCc2ccccc2C1	11	-8	1	1.1	-12	-1[fluorescence artefact?]	0	3	8

molecule	EP2 mod	S1P4 antagonist	NPY-Y2 PAM-ag	S1P4 agonist	NPY1 pot ag	eIF4E 4G PPI	p97 ATPase inh	NPY-Y1 antag	EP2 antag
Cn1c2c(c(=O)n(C)c1=O)C(CC(=O)Nc1ccccc1F)C(=O)N2 (stereo not given)	20	-15	-17	1.6	27	4	7	.	10
CCOc1ccc(/C=C/C(=O)c2ccc(-c3ccccc3)cc2)cc1	-22	5	-3	1.2	18	26[fluorescence artefact?]	4	3	5
Cc1nc(-c2cccs2)sc1C(=O)O	9	-2	-5	-1.4	-8	-9	0	.	25
CC(CCc1ccccc1)NCC(O)c1cccc([N+](=O)[O-])c1 (stereo not given)	-41	-1	87*	0.3	107*	-1	6	-12	13
COc1ccc(CNC(=O)C2CC(=O)N(c3ccc(OCC(=O)N4CCCCC4)cc3)C2)cc1 (stereo not given)	18	-9	11	0.8	-6	-1	2	4	6
CCc1ccccc1NC(=S)NC1CC2CCCC(C1)N2Cc1cccs1 (stereo not given)	-54	-34	-9	2.8	-10	0[fluorescence artefact?]	-3	1	11
CCC(C)/C(C)=N/NC(=O)CNS(=O)(=O)c1ccc([N+](=O)[O-])cc1 (stereo not given)	22	-6	-1	1.4	11	2	3	-2	7
CCOc1ccc(C(C)(O)CN2CCOCC2)cc1 (stereo not given)	7	2	6	-3.7	-18	6	5	0	4
Cc1[nH]c2ccccc2c1CCNC(=O)c1c(N)no[n+]1[O-]	-73	-7	-13	0.1	20	-2	7	2	6
O=C1C2CC=CCC2C(=O)N1c1nc2n(n1)C(c1ccccc1)CC(c1ccccc1)N2 (stereo not given)	-5	-14	10	0.9	-9	1	-1	6	19

molecule	EP2 mod	S1P4 antagonist	NPY-Y2 PAM-ag	S1P4 agonist	NPY1 pot ag	eIF4E 4G PPI	p97 ATPase inh	NPY-Y1 antag	EP2 antag
COC(=O)C1=C(C)NC(=O)NC1c1ccc(-c2ccccc2Cl)o1 (stereo not given)	-7	16	0	1.9	0	-2	-9	-1	6
Cn1cccc1C(=O)C(=O)Nc1cccc(Cl)c1Cl	17	1	9	20*	11	4	-1	5	13
O=C(CSc1cnc2ccccc2n1)c1ccc(F)cc1	-4	-6	-8	0.5	-9	6	-4	8	2
COc1cccc(-c2cc(C(=O)Nc3cc(C)nn3-c3ccccc3)no2)c1	30	2	-3	-3.1	-7	3[fluorescence artefact?]	2	2	2
CCc1cc(/C(Cc2ccccn2)=N\Nc2ccccc2)c(O)cc1O	49	3	2	-1.0	15	0	2	1	12
COC(=O)c1ccc(CS(=O)(=O)c2ccc(C)cc2)cc1	14	-12	-1	1.8	-5	-8	-2	-1	7
COC(=O)c1ccccc1NC(=O)NC1CCN(Cc2ccccc2)CC1	-20	-14	-1	1.4	-9	6	0	-3	3
CCC(C)NC(=S)N1CCN(Cc2ccccc2)CC1 (stereo not given)	10&3	-2	1	-0.1	14	-1	1	-4	11&7
CCOC(=O)c1cn2ccc(C)cc2n1	14	8	11	1.0	3	4	3	-5	11
Cc1cc(-c2ccccc2)oc(=O)c1NC(=O)c1ccccc1	-28	2	1	-1.6	12	0	4	3	4

molecule	EP2 mod	S1P4 antagonist	NPY-Y2 PAM-ag	S1P4 agonist	NPY1 pot ag	eIF4E 4G PPI	p97 ATPase inh	NPY-Y1 antag	EP2 antag
O=C(c1cccc(Cl)c1)N1CCN(C(=O)c2ccccc2F)CC1	-2	-14	14	-0.3	-18	-3[fluorescence artefact?]	2	2	6
O=C(COc1ccc(/C=N/NS(=O)(=O)c2ccccc2)cc1)Nc1ccccc1	-22	8	0	-4.0	-10	-5	3	9	.
COc1ccc2[nH]c(=O)c(C(c3nnnn3C3CCCCC3)N3CCN(C)CC3)cc2c1 (stereo not given)	4	-21	11	0.5	-19	5	0	5	5
O=C(/C=C/c1ccc(F)cc1)NCc1cccs1	-57	-6	-9	1.1	-3	4	4	-1	13
CCCN1CCN(CCCNC(=O)C2CCCN(c3nc4ccc(OCC)cc4s3)C2)CC1 (stereo not given)	-5	-6	-7	-0.9	7	-1	-1	2	9
CN=C(Nc1cc(Cl)ccc1Cl)SC1CC(=O)N(c2ccc(C(=O)OC)cc2)C1=O (stereo not given)	-12	-7	-4	0.1	14	3	-1	-1	10
Cc1nc(SCC(=O)NC(=O)NCCC(C)C)c2c(-c3cccs3)csc2n1	18	-16	2	2.6	-23	-2	4	-2	7
C[N+](C)(CC#N)C/C=C\c1ccccc1	0	-8	-10	-2.6	-8	2	17*	5	3
O=C1CCC2(C(=O)O)Sc3ccccc3N12 (stereo not given)	4	0	-19	-3.6	0	-12	0	8	2
CNC(=O)c1sc(=S)n(-c2ccc(OC)cc2)c1N	-21	0	-9	-0.4	0	-1	1	2	3

molecule	EP2 mod	S1P4 antagonist	NPY-Y2 PAM-ag	S1P4 agonist	NPY1 pot ag	eIF4E 4G PPI	p97 ATPase inh	NPY-Y1 antag	EP2 antag
Cc1ccc(CNC(C)(C)CO)cc1	22	-20	-6	1.9	12	2[fluorescence artefact?]	-2	-4	3
O=C(CSc1nnnn1-c1cccnc1)NCc1cccs1	12	-13	14	0.4	-9	-9	1	3	12
O=C(Cn1ccc([N+](=O)[O-])n1)N1CCCCCC1	21	-9	-10	0.0	-12	-4	2	3	10
COC(=O)C1CCN(C(=O)N2CCOCC2)CC1	10	-33	-10	1.7	7	-3	-1	-1	1
CCOC(=O)c1cnc2ccc(C(=O)OC)cc2c1Nc1ccc(C(=O)O)cc1	23	-4	4	-1.9	18	-1	4	4	11
O=C(Nc1nncs1)C(Sc1ccccc1)c1ccccc1 (stereo not given)	21	-19	3	-0.4	-3	2[fluorescence artefact?]	5	5	1
Cc1nn(Cc2ccc(F)cc2)c(C)c1NC(=O)C1c2ccccc2Oc2ccccc21	15	-4	6	-0.4	-11	3	2	1	9
CCN(CC)S(=O)(=O)c1cccc(C(=O)OCC(=O)c2ccc3c(c2)NC(=O)CO3)c1	-18	-11	5	-0.4	-11	-7	3	1	9
COc1cccc(C2CC(c3cccs3)=NN2C(=O)CSc2nc3ccccc3s2)c1OC (stereo not given)	11	2	-12	0.0	-35	-5	-2	0	7
Cc1ccc(S(=O)(=O)N2CCCCC2)cc1NC(=O)CSc1nncn1-c1ccccc1	-7	-1	-6	-0.8	20	-4	-2	-6	9

molecule	EP2 mod	S1P4 antagonist	NPY-Y2 PAM-ag	S1P4 agonist	NPY1 pot ag	eIF4E 4G PPI	p97 ATPase inh	NPY-Y1 antag	EP2 antag
CC(C)=CCN1CCNC(=O)C1CC(=O)NCc1nc(C)c(C)s1 (stereo not given)	-35	-7	-3	-2.7	1	-1	2	-1	0
CCCCn1nnnc1SCC(=O)Nc1ccc(F)cc1	-31	7	4	0.2	0	0	1	2	17
O=C(c1ccccc1Br)N1CCC(c2nc3ccccc3s2)CC1	-22	-13	-4	0.8	7	5	-4	-4	6
CCc1nc(NCCN)c(C#N)c2c1CSC(C)(C)C2	0	-9	-39	0.7	-42	-22	1	15	17
COCCOc1cc(NC(=O)CS(=O)CC(=O)N(C)C)c(Cl)cc1Cl (stereo not given)	11	-15	2	1.7	8	0	8	-6	4
O=C1CN(S(=O)(=O)c2ccccc2)c2ccccc2N1	-48	15	3	0.8	16	-2	2	2	5
Cc1[nH]nc(SCC(=O)NCc2ccccc2)c1[N+](=O)[O-]	0	-19	-1	-1.2	0	12	-1	-2	6
Cc1ccccc1NC(=S)NC(C)C(c1cccs1)N1CCOCC1 (stereo not given)	13	0	5	-2.3	11	1[fluorescence artefact?]	8	2	10
COC(=O)C1=C(C)N(C)C(=O)/C1=C\c1ccco1	-1	-4	-1	0.7	-4	-3[fluorescence artefact?]	-6	0	8
CCOC(=O)c1ccc2c(c1)N(CC)/C(=C\C=C1/SC(=S)N(CC)C1=O)N2CC	.	2	-6	3.5	-14	.	-5	1	.

molecule	EP2 mod	S1P4 antagonist	NPY-Y2 PAM-ag	S1P4 agonist	NPY1 pot ag	eIF4E 4G PPI	p97 ATPase inh	NPY-Y1 antag	EP2 antag
COc1ccccc1C(C)NCC(=O)NCC(=O)Nc1ccc(F)c(F)c1F (stereo not given)	0	-9	17	2.8	21	-2	2	1	8
Cc1cc(C(F)F)n2nc(C(=O)Nc3ccccc3F)nc2n1	5	-9	5	-2.8	0	7	1	5	10
COCC(=O)N1CCC(Oc2ccc(C(=O)NCc3cnc(C)cn3)cc2)CC1	11	-21	-2	0.7	-1	0	3	-2	4
Cc1ccc(S(=O)(=O)N(C)C)cc1NC(=O)C1CCC1	6	1	-13	-0.9	11	-3	2	.	10
CCCN1C2=NCCCN2c2ccccc21	3	-13	0	-0.8	6	6	-3	2	9
